ARNT-TACC3 inh: disruptors of ARNT/TACC3 protein interaction, primary screen, biochemical, AlphaScreen, single concentration. AID 623870, 2012. Transforming acidic coiled-coil-containing protein 3 (Homo sapiens), Q9Y6A5. inhibition, % at 9.99 µM. AlphaScreen His-ARNT PAS-B/GST-TACC3 binding, luminescence; TACC3 fragment carries E629A point mutation. hit rate 0.66% among 390,000;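 active = mean inhibition of replicates at least 50% and at least half of replicates each reaching 50%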;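 note: 0% = complete ARNT plus TACC3 wells and 100% = ARNT alone without TACC3; many hits fall short of the cut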
INS-1E GSIS act: GLuc luminescence reporter in INS-1E cells, primary screen for activators of glucose-dependent secretion of insulin; activation, % at 16.6 µM; hit rate 0.61% among 370,000; INS-1E GLuc reporter insulin secretion, 2-3 h;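 active = lowest replicate activation of at least 40%, so every replicate reaches that level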;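 note: 0% = median of neutral control wells and 100% = median of IBMX positive control wells; some compounds called inactive have numbers as strong as hits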
Active calls of the source: *.

Compound	ARNT-TACC3 inh	INS-1E GSIS act
CN(CC(=O)Nc1ccc(F)c(Cl)c1)S(=O)(=O)c1cccc2nsnc12	7.3	-20.4
Cc1ccc(/C=C2\OC(=O)c3ccccc32)cc1	-18.0	30.9
CNC(=O)CN1C(=O)c2cccc3cccc1c23	-4.1	0.6
CC1CCCCN1Cc1ccc(-c2nn[nH]n2)cc1 (stereo not drawn)	-7.9	-11.1
CC(C)CC(NC(=O)OC(C)(C)C)C(=O)NCc1ccccc1 (stereo not drawn)	-2.8	1.5
Nc1nc(Nc2ccccc2)nc(N2CCOCC2)c1[N+](=O)[O-]	4.1	22.2
CCOc1ccc(OCC)c(NC(=O)CSc2nnc(Cn3cnc4ccccc43)n2C)c1	1.8	4.7
CCc1nc(SCC(=O)Nc2ccnc3ccccc23)n[nH]1	-0.6	-8.9
Cc1ccc(S(=O)(=O)N2CCN(S(=O)(=O)c3ccccc3)C2)cc1	-6.6	27.6
CCOC(=O)C(C(=O)NCC1CCCO1)C1CCCCC1 (stereo not drawn)	-15.4	7.3

Among those listed so far, these have a carbonyl joined to an NH by a bond outside any ring.
Compound	ARNT-TACC3 inh	INS-1E GSIS act
CN(CC(=O)Nc1ccc(F)c(Cl)c1)S(=O)(=O)c1cccc2nsnc12	7.3	-20.4
CNC(=O)CN1C(=O)c2cccc3cccc1c23	-4.1	0.6
CC(C)CC(NC(=O)OC(C)(C)C)C(=O)NCc1ccccc1 (stereo not drawn)	-2.8	1.5
CCOc1ccc(OCC)c(NC(=O)CSc2nnc(Cn3cnc4ccccc43)n2C)c1	1.8	4.7
CCc1nc(SCC(=O)Nc2ccnc3ccccc23)n[nH]1	-0.6	-8.9
CCOC(=O)C(C(=O)NCC1CCCO1)C1CCCCC1 (stereo not drawn)	-15.4	7.3

(cont.)
Compound	ARNT-TACC3 inh	INS-1E GSIS act
Cc1nc2cc(C(=O)OCC(=O)NC34CC5CC(CC(C5)C3)C4)ccc2n1-c1ccccc1	-4.1	-18.5
O=C(CN(C(=O)CCC(=O)Nc1nccs1)c1ccc(F)cc1)NCC1CCCO1 (stereo not drawn)	-4.7	-0.7
O=C(Oc1ccccc1)c1cccc(N2C(=O)CCC2=O)c1	-42.0	-1.7
CCOCc1cnc(C)nc1NCC(=O)c1c(C)[nH]c2ccc(OC)cc12	-2.2	19.3
Cc1ccn2c(NC(=O)c3ccccc3)c(-c3cccs3)nc2c1	2.9	11.8
CC(C)CC(C)NNC(=O)c1cc2ccccc2[nH]1 (stereo not drawn)	0.0	-11.6
CCOc1ccc2nc(NCCNC(=O)CC)c(C#N)cc2c1	3.7	-0.5
COc1ccc(NC(=O)CC2C(=O)N(c3ccc(OC)cc3)C(=O)N2C(C)C)cc1 (stereo not drawn)	1.8	12.0
Clc1ccc(C2=Nn3c(nnc3-c3cc(-c4ccccc4)n[nH]3)SC2)cc1	-7.3	104.5
COc1ccc(OC(=O)c2cccnc2)cc1	-4.6	2.0
C=CCn1c(SCC#N)nc2ccccc2c1=O	-3.3	35.0
O=c1cc2c(n[nH]1)CCCC2	-3.2	13.4
Cc1ccc(C)c(Cn2c(=O)n(CCC(=O)NCc3ccco3)c(=O)c3sccc32)c1	-13.8	-5.6
COc1cccc(C(=O)N2CCN(Cc3cc(Br)ccc3OC)CC2)c1	3.0	-21.0
COC(=O)c1ccsc1NC(=O)CN1CCN(Cc2ccc3c(c2)OCO3)CC1	1.8	21.2
O=C(c1ccc(-c2nnc(Nc3ccccc3)c3ccccc23)cc1)N1C[C@H]2C[C@H](C1)c1cccc(=O)n1C2	-0.1	-12.6
O=C(N/N=C\c1ccc(-c2ccc([N+](=O)[O-])cc2)o1)c1ccc2c(c1)OCO2	-3.5	61.6
CCCCNC(=O)c1ccc(NS(=O)(=O)c2ccccc2)cc1	-1.5	8.2
COC(=O)c1ccccc1NC(=S)NC(=O)c1ccccc1C	5.4	17.1
CC(C)C(C(=O)NCc1ccco1)N(C(=O)CNS(=O)(=O)c1ccccc1)C1CCCC1 (stereo not drawn)	-0.4	-10.2
C=CCOc1ccc(Cl)cc1C(=O)O	9.8	-10.6
Cc1cccc(N2CCN(S(=O)(=O)c3ccc4c(c3)CCC(=O)N4)CC2C)c1 (stereo not drawn)	1.1	9.4
CC(C)(C)c1ccc(OCC(=O)Nc2ccc(-c3nc4cccnc4o3)cc2)cc1	-3.8	105.7*
O=C(CSc1ncccc1-c1nc2ccccc2[nH]1)Nc1ccc2c(c1)OCCO2	-16.0	3.4
CN1CCN(CC(=O)Nc2nc(-c3ccccc3)cs2)CC1	3.7	17.8
COC(=O)c1[nH]c2cc(OC)c(OC)cc2c1NC(=O)Oc1ccccc1	35.1*	-5.4
CCCc1cc(C(=O)OC)c2ccccc2n1	1.8	12.4
COc1ccc(-n2c(SCC(=O)Nc3ccc4c(c3)OCO4)nc3ccccc3c2=O)cc1	-1.9	-26.9
CCC(=O)c1ccc(OCC(O)CN(CCc2ccccc2)Cc2ccccc2)cc1 (stereo not drawn)	-3.7	5.2
Cc1c(C(=O)OC2CCCCC2)sc2nc[nH]c(=O)c12	10.1	11.8
O=C(Nc1ccccc1)Nc1cccc(Cl)c1	-5.9	-26.2
CC(C)CSc1nc2c(c(=O)[nH]c(=O)n2C)n1CCc1ccccc1	-5.3	71.3*
Cc1sc(NC(=O)c2ccco2)c(C(c2cccnc2)N2CCCC2)c1C (stereo not drawn)	7.4	-15.0
COc1ccc(OC)c2[nH]c(=O)c(CCNC(=O)c3ccc(S(=O)(=O)N4CCCCC4)cc3)cc12	-2.5	-27.9
COc1ccc(C(=O)/C=C/Nc2cc(C)on2)cc1	-5.0	-8.4
Cc1ccc(C(=O)NCCN2CCOCC2)cc1Cl	-8.9	-6.5
CCCCn1nnnc1SCC(=O)Nc1ccc(N(C)C)cc1	22.5	-13.9
CCOC(=O)c1oc2cc(OCC(N)=O)ccc2c(=O)c1-c1ccc(OC)c(OC)c1	1.9	25.1
Cc1ccc(-n2ncc(C(=O)N3CCc4ccccc4C3)c2NC(=O)c2ccco2)cc1C	6.1	12.6
CCCc1ccc(-c2ccc(F)c(N)c2)nc1	4.6	-15.0
CO/N=C(\Cn1ncc(N2CCCC2)c(Br)c1=O)c1ccc(Cl)cc1	2.9	-26.9
CCOC(=O)c1cc(C(=O)c2cccs2)n2ccc(C(C)=O)cc12	-0.7	-3.3
O=C1CN(C(=O)c2ccccc2F)c2ccccc2N1	-4.6	22.3
CC(C)CC(c1nnnn1CCc1ccccc1)N1CCC(C(N)=O)CC1 (stereo not drawn)	25.4	5.2
CCSc1nnc2c(n1)OC=Nc1ccc(Br)cc1-2	-1.2	23.1
NC(=O)c1c(NC(=O)c2cccs2)sc2c1CCCCCC2	-7.6	21.2
CC(=O)Nc1cc2c(cc1NC(=O)Cn1nc(-c3ccc4c(c3)OCCO4)ccc1=O)OCCO2	-1.3	-1.8
O=C(NCc1cccs1)c1noc2c1CCCCC2	-2.1	-1.0
CN(C)C(CNS(=O)(=O)c1ccc(Br)cc1)c1cccnc1 (stereo not drawn)	-1.7	33.9
COC(=O)Nc1nn(Cc2ccccc2F)cc1Br	0.9	2.7

Next part:
Compound	ARNT-TACC3 inh	INS-1E GSIS act
Cc1cc2ccccc2c(=O)n1CC(=O)NC1CCCCCC1	-3.8	0.3
O=C(c1ccc(Cl)c(S(=O)(=O)Nc2ccc(F)cc2)c1)N1CCN(c2ccccn2)CC1	-2.6	22.4
CC(C)CCNC(=O)CN(CC1CCCO1)C(=O)CCC(=O)Nc1ccccn1 (stereo not drawn)	-1.7	-10.7
Cc1ccc(-c2nnc3sc(-c4ccncc4)nn23)cc1	5.4	67.5*
CCCOc1ccc(N2C(=O)CC(S/C(N)=N/N=C(\C)c3cccs3)C2=O)cc1 (stereo not drawn)	29.6	-28.5
C=C(C)c1cccc(C(C)(C)NC(=O)N2CCN(CC)CC2)c1	-2.7	16.2
Cc1ccc(CN(c2ccc(C(=O)Nc3cccnc3)cc2)S(C)(=O)=O)cc1	-4.3	3.3
Cc1ccc(C(=O)c2cc([N+](=O)[O-])ccc2N2CCN(C)CC2)cc1	6.0	-2.3
O=C(OCCNC(=O)c1ccc2ccccc2n1)c1ccc(F)cc1	-12.4	7.7
Cc1cc(=O)[nH]c(N2CCN(Cc3ccccc3)CC2)n1	-10.1	2.3
Cc1nn(-c2ccccc2)c(Cl)c1/C=N\NC(=O)c1cncc(Br)c1	-4.2	7.4
Cc1ccc(C(=O)NNC2=NCCC2)cc1	-1.6	18.1
O=C(Nc1ccc(Br)cc1F)C1CCCO1 (stereo not drawn)	-0.1	7.8
CCCCN(CCCC)S(=O)(=O)c1ccc(NC(=O)c2cccs2)cc1	-13.4	1.0
COC(=O)c1cc(Cl)c(NC(=O)/C=C/c2ccc(OC)c(OC)c2)cc1OC	7.6	19.1
Cc1nc(CC(=O)c2c(C)cc(O)cc2O)cs1	-4.4	3.1
CCN(CC)S(=O)(=O)c1cc(C(=O)OCC(=O)c2ccc3c(c2)NC(=O)CO3)ccc1F	-6.6	-21.1
CCN(CC)CCCN1C(=O)C(O)=C(C(=O)c2sc(C)nc2C)C1c1ccco1 (stereo not drawn)	-0.2	12.4
Cc1ccc(SCC(=O)O/N=C(\N)c2ccc([N+](=O)[O-])cc2)cc1	1.3	1.2
COc1nc(-c2ccccc2)cc(-c2ccc(OC)c(OC)c2)n1	2.2	-32.8
O=C(Nc1ccccc1N1CCCCC1)c1ncoc1-c1ccc(F)cc1	5.7	-14.6
C=CCSC1=N/C(=C\c2cc(OC)c3c(c2)OCO3)C(=O)S1	6.9	-18.2
CC1Cc2ccccc2N1C(=O)CSc1nnnn1-c1ccc2c(c1)OCCO2 (stereo not drawn)	8.6	-2.7
Cc1cc(C(=O)OCC(=O)Nc2ncc(C(F)(F)F)cc2Cl)c(C)o1	-17.2	-3.8
COc1ccc(OCc2ccc(C(=O)NN)cc2)cc1	-4.4	6.4
CCOc1ccccc1NC(=O)CSc1ncnc2c1oc1ccccc12	-9.9	-36.2
CCCCCC1CC(/C(C)=N/NC(N)=O)OC1=O (stereo not drawn)	-1.9	19.9
CC(=O)c1ccc(NC(=S)NC(NC(=O)c2ccco2)C(Cl)(Cl)Cl)cc1 (stereo not drawn)	3.3	-5.2
COc1ccc2c(C(=O)CN3CCN(CCO)CC3)c[nH]c2c1	-26.8	-2.5
Cc1ccc(Nc2nnc(SCC(=O)Nc3ncc(S(=O)(=O)c4ccc([N+](=O)[O-])cc4)s3)s2)cc1	-17.7	11.0
O=C(Nc1ccccc1C(=O)NCC1CCCO1)c1ccco1 (stereo not drawn)	-0.1	11.7
CN1C(=O)N(C)C2(c3ccccc3)Nn3c(s/c(=C/c4ccco4)c3=O)=NC12c1ccccc1 (stereo not drawn)	-38.4	-4.5
CCC(C)N=CC1=C(O)C(C(=O)OC)C(C)(C)CC1=O (stereo not drawn)	-6.7	-4.1
O=C(CSc1nnc(-c2ccco2)c(-c2ccco2)n1)Nc1ccccc1	9.9	6.2
O=C(Nc1ccc(NC(=O)c2cccs2)cc1)c1ccc(Br)o1	1.0	44.9*
Cc1ccc2nc(C)c(C(=O)N/N=C/c3ccc(N4CCOCC4)cc3)cc2c1	1.7	0.0
O=C(CC1SCCNC1=O)Nc1cccc(Cl)c1 (stereo not drawn)	13.5	5.8
COCCNC(=O)C(OC(=O)CC1Sc2ccccc2NC1=O)c1ccccc1 (stereo not drawn)	-1.0	14.0
COc1cccc(C(=O)NC(C)C(c2cccs2)N2CCN(C)CC2)c1 (stereo not drawn)	-2.7	-13.4
O=C(Nn1c(O)c(C=C2N=c3ccccc3=N2)sc1=S)c1ccccc1Cl	30.6	-14.6
O=C1CCc2cc(S(=O)(=O)N3CCN(C(=O)c4ccco4)CC3)ccc2N1	6.1	27.9
Cc1cc2ccccc2c(=O)n1CC(=O)N1CCN(c2cccc(Cl)c2)CC1	-7.9	-5.3
CS(=O)(=O)N(CC(=O)N1CCc2ccccc2C1)Cc1ccc(Cl)cc1	-2.2	-22.1
CC(C)(C)c1cc(C(=O)N/N=C/c2ccco2)n[nH]1	-2.3	-2.3
Cc1nn(Cc2ccc(F)cc2)c(C)c1NC(=O)c1cnn2cccnc12	-7.3	1.6
CSc1nsc(SCc2cnc(C)nc2N)n1	-2.3	-1.5
O=C(CN1C(=O)c2ccccc2C1=O)Nc1ccc2c(c1)OCO2	6.3	10.1
Cc1nn(Cc2c(F)c(F)c(F)c(F)c2F)c(C)c1NC(=O)c1cccc(COc2ccccc2Cl)c1	-17.1	-35.6
CCOC(=O)C1CN(S(=O)(=O)c2ccccc2)CCN1S(=O)(=O)c1ccccc1 (stereo not drawn)	-4.7	7.3
c1csc(-n2nc3ccccc3n2)c1	2.7	3.3

Next compounds follow:
Compound	ARNT-TACC3 inh	INS-1E GSIS act
O=C(O)C1CCCN1C(=O)Nc1ccccc1 (stereo not drawn)	-27.2	1.1
O=C(NCCc1ccccc1)c1nc2c(nnn2Cc2ccccc2Cl)c(=O)[nH]1	4.0	-21.6
CCCc1n[nH]c2c1/C(=N/O)CC(c1ccccc1)C2 (stereo not drawn)	-0.7	-8.0
O=C(CCNC(=O)c1ccc(Br)o1)NCc1ccccn1	24.6	11.2
Cc1c(Cl)cccc1NC(=S)NN1CCOCC1	-1.6	49.9

Assay outcomes: PubChem BioAssay, Broad Institute

Some of the compounds tested (hit frequency here may not be typical).
